Mtb UGM inh: inhibitors of M. tuberculosis UDP-galactopyranose mutase; P9WIQ1; purified UGM, fluorescence polarization probe displacement; inhibition, % at 10 µM; actives 0.06% (n = 320,000); in the data active = inhibition above about 10%, passing the limit was not always enough; inconclusive = no clear call, values can overlap the other calls
Target sequence (P9WIQ1 whole entry, looked up): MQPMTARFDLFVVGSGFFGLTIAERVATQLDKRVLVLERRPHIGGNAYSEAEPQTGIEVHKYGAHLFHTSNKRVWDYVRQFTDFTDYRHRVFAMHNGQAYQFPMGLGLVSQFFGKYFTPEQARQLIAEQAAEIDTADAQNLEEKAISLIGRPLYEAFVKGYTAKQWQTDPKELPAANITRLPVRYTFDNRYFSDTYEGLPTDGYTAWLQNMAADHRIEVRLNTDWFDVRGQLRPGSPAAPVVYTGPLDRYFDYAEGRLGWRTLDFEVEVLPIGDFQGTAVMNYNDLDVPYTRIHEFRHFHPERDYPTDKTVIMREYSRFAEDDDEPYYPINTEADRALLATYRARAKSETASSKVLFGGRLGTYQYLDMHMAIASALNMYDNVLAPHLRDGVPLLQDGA
FadD28 binding: blocks FadD28 binding to the bisubstrate probe | fluorescence polarization | inhibition, % at 12.5 µM | actives 0.22% (n = 360,000); in the data active = inhibition above about 8.5%, passing the limit was not always enough; inconclusive = no clear call, values can overlap the other calls
BoNT F protease: blocks Botulinum neurotoxin F light chain protease; Multiplex microsphere protease cleavage assay, flow cytometry; inhibition, % at 10 µM; actives 0.22% (n = 360,000); AID 588497; in the data active = inhibition above about 35%, passing the limit was not always enough; inconclusive = no clear call, values can overlap the other calls; also: plate controls were buffer without enzyme for full effect and enzyme alone for no effect
BioA inh: inhibitors of Mycobacterium tuberculosis BioA enzyme. purified M. tuberculosis BioA enzyme, plate reader. inhibition, % at 9.99 µM. actives 0.096% (n = 360,000); in the data active = inhibition above about 40%; inconclusive = no clear call, values can overlap the other calls
FBA Mtb inh: Mtb fructose-bisphosphate aldolase inhibition; purified M. tuberculosis FBA, fluorescence read-out; actives 2.3% (n = 360,000); inhibition, % at 1 µM; AID 588726; P9WQA3; in the data active = inhibition above about 27%;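 also: 0% = vehicle and 100% = reference inhibitor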
Target sequence (P9WQA3 whole entry, looked up): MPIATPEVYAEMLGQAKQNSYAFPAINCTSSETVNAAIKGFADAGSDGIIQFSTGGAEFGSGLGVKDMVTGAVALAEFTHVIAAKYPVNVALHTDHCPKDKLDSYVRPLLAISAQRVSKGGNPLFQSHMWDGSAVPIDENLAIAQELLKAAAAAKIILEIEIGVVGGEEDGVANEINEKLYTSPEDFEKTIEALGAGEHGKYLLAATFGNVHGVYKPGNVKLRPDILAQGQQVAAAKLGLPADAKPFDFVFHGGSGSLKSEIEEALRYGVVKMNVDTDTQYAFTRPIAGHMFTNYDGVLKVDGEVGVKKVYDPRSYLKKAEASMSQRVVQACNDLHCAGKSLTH
CCHF vOTU inh: CCHFV vOTU protease inhibition | Pep-AMC fluorescence | inhibition, % at 11.5 µM | actives 0.55% (n = 370,000); also: 0% = vehicle wells with enzyme and 100% = no enzyme wells
GDH-TPI inh: inhibits GDH-TPI coupling enzymes, artifact for Mtb FBA screen; actives 1.2% (n = 360,000); GDH-TPI coupled enzyme counterscreen, NADH absorbance; inhibition, % at 4.8 µM; AID 588335;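 also: 0% = DMSO wells and 100% = wells lacking the enzyme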
BoNT A protease: blocks Botulinum neurotoxin A light chain protease; multiplex microsphere protease substrate cleavage, flow cytometry; inhibition, % at 10 µM; actives 0.17% (n = 360,000); AID 588499; in the data active = inhibition above about 30%; inconclusive = no clear call, values can overlap the other calls; also: plate controls were buffer without enzyme for full effect and enzyme alone for no effect
PrPC surface inh: cell surface PrPC inhibition, primary TR-FRET screen | actives 0.43% (n = 370,000) | TR-FRET read-out | AID 720596 | P04156 | inhibition, % at 13.8 µM; in the data active = inhibition above about 24%; also: 0% = median of the test wells and 100% = reference compound wells
Active calls of the source: *; ? = inconclusive; / = no result given; + = active, no number; & = joins results of further samples. Rule as the data show it, unless noted: active = inhibition above about 30%; inactive = the rest.

SMILES	Mtb UGM inh	FadD28 binding	BoNT F protease	BioA inh	FBA Mtb inh	CCHF vOTU inh	GDH-TPI inh	BoNT A protease	PrPC surface inh
CNCC(=O)Nc1c(C)n[nH]c1C	1.3	-2.4	-5	1.0	0	-19	-12	0.0	6
Cc1[nH]c2ccccc2c1SCC(=O)NC1CCCCC1	-1.3	0.2	1	/	3	4	1	-0.3	3
O=C(NC(=S)N1CCN(C/C=C/c2ccccc2)CC1)c1ccco1	-2.3	-3.0	-8	/	-4	-8	-7	-2.8	2
O=C(CN1CCC(n2nnc3ccccc32)CC1)NCc1cccs1	1.2	-1.9	-18	6.2	-3	2	-2	-0.2	-4
Clc1ccc(-c2cn3cccnc3n2)cc1	-0.5	-2.2	-2	/	+	-207	12	0.5	-6
COc1ccc(OC(=O)N(C)C)c(CN(C)C)c1	-0.1	-3.1	11	0.7	0	4	2	0.0	6
CS(=O)(=O)N1CCC(Oc2ccccc2C(=O)NC2CCCCCC2)CC1	2.7	-1.4	-2	/	3	-8	1	-0.3	4
Cc1ccc(CNc2nc(N)c([N+](=O)[O-])c(NCc3ccccc3)n2)cc1	-1.4	1.4	-5	7.0	0	-12	1	-0.1	1
CC1CCN(C(=O)C2CCN(S(=O)(=O)c3cccc4nonc34)CC2)CC1	-0.7	-0.5	-7	-0.9	2	-11	6	-0.1	-28
O=C(C[n+]1ccccc1)Nc1nc2ccccc2s1	4.5	-2.1	-7	1.0	1	-8	5	-0.6	12
Cc1ccc2cc3cc(C(=O)N4CC(C)CC(C)C4)oc3nc2c1 (stereo not drawn)	2.8	-3.8	?	-3.5	-1	26	30	0.9	-12
CN(C)C(CNC(=O)CSC(=S)N1CCCC1)c1ccccc1 (stereo not drawn)	0.2	-3.1	0	-0.8	-4	14	9	0.1	-3
CCc1cc(=O)oc2c(C)c(OCC(=O)NCCCN3CCCC3=O)ccc12	1.2	-1.6	3	-0.4	24	10	13	1.0	6
Cc1ccc(C(=O)Nc2ccc3c(c2)OCCO3)o1	-1.7	1.1	-1	0.1	-1	5	2	0.7	3
Nc1nc(Nc2ccc(Cl)cc2)nc(NCCO)c1[N+](=O)[O-]	-0.9	-2.2	-5	-1.0	2	10	21	-0.4	-20
CC1CCN(Cc2c(C(=O)N/N=C/c3cc(Br)ccc3O)nnn2-c2nonc2N)CC1	-2.5	-4.0	4	-1.3	8	3	5	1.9	8
O=C(Nc1c2c(nn1-c1ccccc1)CS(=O)(=O)C2)c1ccc2c(c1)OCO2	-1.3	-2.1	4	-1.2	2	-1	0	0.1	-3
Cc1cc(-n2c(C)cc(C(=O)COc3ccc(Cl)cc3C(N)=O)c2C)no1	-0.5	0.8	24	0.8	1	3	7	2.6	-3
CS(=O)(=O)N(CC(=O)Nc1ccc2c(c1)OCCO2)Cc1ccccc1	-0.3	-0.9	0	/	-2	-17	-4	1.5	-5
C=CCn1cc(C(=O)N2CCN(c3ccccc3)CC2)c(=O)c2cc(S(=O)(=O)N3CCCC3)ccc21	-2.7	1.1	1	2.0	3	19	3	-1.3	6
CC(=O)Nc1ccc(NC(=O)COc2ccc3c(c2)CCC3)cc1	-1.8	0.3	-1	/	5	0	-2	-1.3	2
Cc1ccc(S(=O)(=O)Nc2ccc3oc(=O)sc3c2)c(C)c1	0.9	-3.1	-5	/	3	7	-7	-0.1	-17
COc1ccc(-n2ncc3c2CC(C)(C)CC3NC(=O)CCC2=NNC(=O)CC2)cc1 (stereo not drawn)	0.5	-0.8	10	1.8	3	11	4	0.7	-7
O=C(CSc1nc2ccccc2s1)N1c2ccccc2Sc2ccc(C(F)(F)F)cc21	-1.1	-1.2	-15	/	2	9	3	-1.0	3
O=c1c2ccccc2nc(Cc2ccccc2)n1-c1cccc(O)c1	/	-0.1	-5	/	0	1	7	-0.1	9

Filtered by structure, the compounds so far containing a furan ring, fused or not
SMILES	Mtb UGM inh	FadD28 binding	BoNT F protease	BioA inh	FBA Mtb inh	CCHF vOTU inh	GDH-TPI inh	BoNT A protease	PrPC surface inh
O=C(NC(=S)N1CCN(C/C=C/c2ccccc2)CC1)c1ccco1	-2.3	-3.0	-8	/	-4	-8	-7	-2.8	2
Cc1ccc2cc3cc(C(=O)N4CC(C)CC(C)C4)oc3nc2c1 (stereo not drawn)	2.8	-3.8	?	-3.5	-1	26	30	0.9	-12
Cc1ccc(C(=O)Nc2ccc3c(c2)OCCO3)o1	-1.7	1.1	-1	0.1	-1	5	2	0.7	3

Later entries.
SMILES	Mtb UGM inh	FadD28 binding	BoNT F protease	BioA inh	FBA Mtb inh	CCHF vOTU inh	GDH-TPI inh	BoNT A protease	PrPC surface inh
COc1ccc(C)cc1NC(=O)c1[nH]c(C)c(C(C)=O)c1C	0.1	-0.9	-9	-3.0	0	0	3	-0.9	-5
Cc1cc(NC(=O)NCc2ccccc2)c(=O)n(Cc2ccccc2F)c1	1.8	-0.2	/	-0.8	17	-11	5	/	-2
CC(C)c1ccc(NC(=O)CCNS(=O)(=O)c2ccc3[nH]c(=O)oc3c2)cc1	0.2	1.0	-2	-0.7	0	5	-6	0.2	-1
Cc1nnc(Nc2ccc(F)cc2)c2ccccc12	0.1	-5.0	?	17	-2	12	20	2.0	-8
N#CCc1nc2ccc(S(=O)(=O)N3CCOCC3)cc2s1	0.4	-1.4	-5	-4.3	-1	-12	-2	1.8	-6
Cc1cccc(CSC2=NCCN2S(=O)(=O)c2ccc(F)cc2)c1	0.2	/	6	0.8	-1	20	-7	1.7	3
Nc1ncnc2c1ncn2C1OC(CO)C2OC21 (stereo not drawn)	/	-1.9	-5	/	-2	7	/	-0.6	6
Cc1ccc(NC(=O)COC(=O)Cc2c(F)cccc2Cl)cc1S(=O)(=O)N1CCOCC1	5.7	2.8	0	0.6	-3	14	4	4.5	-1
CCCc1cc(=O)[nH]c(SCc2cc(C(=O)OC)c(C)o2)n1	-0.6	-5.1	11	3.2	0	2	0	1.6	4
COc1cccc(COC(=O)CCNC(=O)c2ccc(Br)cc2)c1OC	-1.9	-3.7	-6	2.0	-3	3	14	-1.9	2
O=C(NCCCN1CCCC1)Nc1ccccc1[N+](=O)[O-]	2.5	-1.5	?	-0.5	-2	-5	-2	1.0	-13
COc1ccc(C)cc1NC(=O)CN1CCN(C/C=C/c2ccccc2)CC1	-1.3	-3.1	-10	2.1	0	3	4	?	-12
C[C@H]1CN([C@@H](C)CO)C(=O)CCCn2nncc2CO[C@H]1CN(C)S(=O)(=O)c1cccc(F)c1	/	0.3	-2	-4.2&0.2&0.2	2	-5	18	-0.2	9
O=C(Nc1cnns1)Oc1ccccc1	/	-0.9	2	-1.3	-1	-19	2	-0.2	2
C=CCNC(=O)c1onc(CSc2cc(C)cc(C)c2)c1C(=O)NCC=C	-1.7	-4.5	-6	-0.8	0	-4	-11	0.6	3
CCN1CCN(C(=O)C2(NC(=O)Nc3cccc(F)c3)CCCCC2)CC1	3.1	-4.4	-4	-1.0	-2	0	0	-0.8	2
CCOC(=O)C1CCN(C(=O)COc2cc(C)c(Br)c(C)c2)CC1	-0.9	-4.1	2	1.0	-2	15	-7	0.5	1
O=C1c2cccc3cccc(c23)C(=O)N1Cc1ccccc1	1.3	-0.3	0	-2.0	0	4	7	-0.7	-7
O=C(COC(=O)COc1ccccc1)NC1CCCc2ccccc21 (stereo not drawn)	-0.4	0.2	-1	0.8	0	16	2	-1.0	5
CCC1=C(OC(=O)N(CC)CC)N2C(=O)OC(=NCC3CC3)[C@]2(C)[C@H]2C1=CC[C@H]1C(=O)N(C)C(=O)[C@H]12	0.9	-1.3	-1	-0.5	0	1	14	-0.6	-8
CCOC(=O)c1[nH]c2ccccc2c1NC(=O)c1ccc2c(c1)OCO2	3.3	-0.7	-4	-0.4	4	-1	3	-0.5	2
CCOc1ccc(CNc2ccc3c(c2)ncn3C)cc1	-0.3	-3.1	-39	0.2	8	-3	11	-1.8	0
Cc1ccc(Sc2ccncc2S(N)(=O)=O)cc1	1.2	-0.9	1	-0.5	-3	-11	8	-0.1	7
CC1=CC(O)C(O)C2(C)C1CC1OC(=O)C(O)C3C(C)C(O)C4(O)OCC13C42 (stereo not drawn)	/	-3.5	-8	/	-2	/	-1	-0.2	/
CC(Cl)C(=O)Nc1cc(C(C)(C)C)nn1-c1ccccc1 (stereo not drawn)	1.9	-2.4	-3	/	0	-8	-1	-0.7	4

Additional structures
SMILES	Mtb UGM inh	FadD28 binding	BoNT F protease	BioA inh	FBA Mtb inh	CCHF vOTU inh	GDH-TPI inh	BoNT A protease	PrPC surface inh
Cc1csc(=O)n1CC(=O)Nc1ccc(C(C)C)cc1	/	0.1	4	-6.9	4	5	-3	1.3	4
Cc1ccc(O)c(Nc2nc(-c3ccccc3)nc3ccccc23)c1	0.9	-1.6	4	4.1	4	0	15	-1.9	2
O=C(CS(=O)(=O)c1c[nH]c2ccccc12)NC1CCCCC1	3.6	-0.5	-4	-1.1	1	-4	8	-0.1	10
CN(C)CCO/N=C(\c1ccc(Br)cc1)c1cccnc1	-1.0	-2.7	/	1.4	2	-4	-1	-82	-5
COC(=O)CSc1nnc(-c2ccco2)n1Cc1ccco1	3.0	-1.2	-2	1.2	1	1	-3	0.5	1
CCN1C[C@@H]2[C@@H]3C(=O)N(C)C(=O)[C@@H]3[C@](Cc3ccccc3)(C(=O)OC)N2C1=NCc1ccccc1	/	-1.8	-4	-0.5	-3	7	8	0.1	-7
CCOC(=O)C1(Cc2cccc(OC)c2)CCCN(S(=O)(=O)c2cccnc2)C1 (stereo not drawn)	-0.5	-1.9	-3	/	6	-6	2	-0.7	5
CC(=O)Nc1ccc(S(=O)(=O)n2cnc3cc(C)c(C)cc32)cc1	1.4	-4.6	-28	0.4	3	3	5	-0.1	1
Cc1cc(Cl)ccc1OCCCC(N)=O	4.2	-1.7	0	-1.6	2	-1	-2	0.2	1
O=C(NCc1cccs1)c1cc(-c2cccc(Cl)c2)on1	0.4	-3.5	-6	/	1	-9	-4	0.1	1
NC(=O)c1ccc(-c2noc(-c3ccccc3F)n2)cc1	1.5	-1.6	-3	-0.6	0	-3	11	0.0	2
O=C(CNc1cccc(Cl)c1)c1ccc(Cl)cc1	1.4	-2.2	-10	-1.1	1	-12	1	-0.5	5
CCCCC(=O)N/N=C/c1c(O)n(CCCC)c(=S)[nH]c1=O	3.4	-1.5	?	-0.4	-3	4	14	-5.8	11
Cc1ccc(C(C)(C)C)c(OCCN2CCCC2)c1	2.6	-6.0	7	0.5	-2	-4	-4	1.8	4
CCCOc1cccc(C(=O)N(Cc2cccs2)C2CCS(=O)(=O)C2)c1 (stereo not drawn)	0.5	-2.8	-2	-0.1	-3	2	3	-0.5	-4
Cc1ccc(S(=O)(=O)NC2(C(F)(F)F)NC(=O)N(C)C2=O)cc1 (stereo not drawn)	0.4	-1.3	-4	-1.0	0	11	6	-0.4	2
Cc1cc(C)c2c(=O)[nH]c(SCC(=O)Nc3ccc(N(C)C)cc3)nc2n1	-4.1	-0.2	-5	1.7	-4	3	10	-0.5	4
O=[N+]([O-])c1cc(S(=O)(=O)c2ccc(N3CCCCC3)c([N+](=O)[O-])c2)ccc1N1CCCCC1	/	-0.9	2	-2.7	0	7	25	1.8	-4
Cn1c(=O)oc2cc(S(=O)(=O)Nc3ccccc3O)ccc21	2.2	-1.1	-6	0.6	7	12	16	-3.2	6
CC(/C=C(\NC(=O)c1ccccc1)C(=O)N=Nc1c(O)[nH]c2ccc(C)cc12)=C\c1ccccc1	1.2	-7.8	6	-1.8	-8	2	13	-0.4	7
CCC(C)(C)NC(=O)C(c1ccco1)N(C(=O)c1csnn1)c1cccc(F)c1 (stereo not drawn)	1.4	-0.2	-12	2.8	-5	-5	16	-1.0	-7
COc1ccc(N2CCN(C(=O)COc3ncnc4ccccc34)CC2)cc1	1.7	-1.8	-2	-0.2	5	2	-6	0.1	-10
COc1ccc(C(=O)CSc2nnc(NC(=O)C3CC(=O)N(c4cccc(OC)c4)C3)s2)cc1 (stereo not drawn)	/	-1.3	0	-0.1	3	5	8	-0.2	1

Bioassay records as filed in PubChem.
